# RMI FANCM FP – RMI-FANCM interaction inhibition. FP signal (polarization) at 33 µM. hit rate 0.58% among 70,000. Fluorescence polarization, RMI core complex with F-MM2 peptide; active compounds read low; in the data active = FP signal below about 40; also: inactives centre near 61; strong numbers were not always called active; unit not given here
# The depositor's hits bear a star; & = joins results of further samples. A portion of the library; the hit share may differ from the screen's.
# The opening 2 records (preview)
SMILES,RMI FANCM FP
O=C1c2c(O)cc(O)cc2O[C@H](c2ccc(O)c(O)c2)[C@@H]1O,59
O=C(Nc1ccc(Cl)cc1)Nc1ccno1,56

# All compounds of this part, from the start:
SMILES,RMI FANCM FP
O=C1c2c(O)cc(O)cc2O[C@H](c2ccc(O)c(O)c2)[C@@H]1O,59
O=C(Nc1ccc(Cl)cc1)Nc1ccno1,56
O=C(CCN1C(=O)c2ccccc2C1=O)OCC(=O)c1ccc(Cl)cc1Cl,88
CC(C)C(=O)NCCCn1nc(-c2ccncc2)ccc1=O,66
CCC(=O)c1ccc(OC)cc1OC,56
COc1ccc(CCNC(=O)CSc2cc(C)[nH]c(=O)n2)cc1OC,58
C=CCn1c(=NC(=O)c2cc(OC)c(OC)c(OC)c2)sc2cccc(F)c21,63
O=c1cc(CSc2nnc(SCC3CC3)s2)c2ccc(O)cc2o1,52
CCOC(=O)c1ccc(NC(=O)/C=C/c2ccc(OC(=O)c3ccccc3F)cc2)cc1,122
NS(=O)(=O)c1ccc(CNC(=O)Cc2csc(Nc3cccc(Cl)c3)n2)cc1,62
Cc1ccc(-c2cc3c(=O)n(CC(=O)Nc4ccc5c(c4)OCO5)ncn3n2)cc1C,145
O=C(CN1C(=O)CCC1=O)NC(=S)Nc1cccc2c1C(=O)NC2=O,57
Cc1c(C#N)sc(C(=O)N=CN(C)C)c1C,55
COc1ccc(S(=O)(=O)/C(C#N)=C\Nc2ccc3c(c2)OCCO3)cc1,65
CCOC(=O)CSC1=C(C#N)C(c2ccccc2[N+](=O)[O-])C(C(=O)OC)C(=O)N1 (stereo not drawn),51
O=C(Cn1c2c(c(=O)n(C3CCCCC3)c1=O)CCC2)N1CCc2ccccc21,60
O=S(=O)(c1ccc(Oc2cccc3ccccc23)cc1)c1ccc(Oc2cccc3ccccc23)cc1,62
CCOC(=O)c1ccc(-n2nnc(/C=C/C=C/N3CCN(C)CC3)n2)cc1,57
O=C(Nc1cc(C(F)(F)F)cc(C(F)(F)F)c1)c1csc([N+](=O)[O-])c1,49
Cc1ccc(-n2c(C)nc3ccc(NC(=O)c4cccc([N+](=O)[O-])c4C)cc3c2=O)cc1,65
Cc1cc(C)c(C#N)c(SCC(=O)N2CCCC2)n1,77
O=C(Nc1ccccc1)N1CCN(Cc2nc(-c3ccccc3)cs2)CC1,58
Cc1ccc(C)n1-c1ccc(-c2csnn2)cc1,66
Clc1ccc(NCc2cccnc2)c(Cl)c1,42
CCCc1cnc(N2CCN(C(=O)c3cc(C)on3)CC2)nc1,54
N#C/C(=N\Nc1ccc(S(N)(=O)=O)cc1)c1nc(-c2ccc(Br)cc2)cs1,36
O=C(c1cccs1)N1CCN(c2ccc(F)cc2)CC1,59
O=c1c2sccc2nc(SCc2nc(-c3ccccn3)no2)n1Cc1ccccc1,63
O=C(CSc1nnc(-c2cccnc2)o1)NCc1ccc2c(c1)OCO2,53
COc1ccc(N2CC(NC(=O)N3CCC4(CC3)CC(=O)c3ccccc3O4)CC2=O)cc1OC (stereo not drawn),53
N=C(N)SC1CS(=O)(=O)CC1O (stereo not drawn),65
Cn1cccc1C(CNC(=O)C1CCN(S(C)(=O)=O)CC1)N1CCCC1 (stereo not drawn),61
COCCN(CCOC)c1cc(C)nc(-n2cc([N+](=O)[O-])cn2)n1,55
O=C(Nc1ccc2c(c1)N(C(=O)C1CC1)CC2)c1ccc(Cl)c(Cl)c1,66
CC(C)C[C@H]1C(=O)N2CCC[C@H]2[C@]2(O)O[C@](NC(=O)[C@@H]3C=C4c5cccc6[nH]c(Br)c(c56)CC4N(C)C3)(C(C)C)C(=O)N12 (stereo partly drawn),44
COc1cccc(-c2nn(CC(=O)N3CCCc4ccccc43)c(=O)c3nc(C)sc23)c1,64
COc1cc2ncnc(SCC(=O)NNC(=O)C(C)C)c2cc1OC,56
O=C(c1ccc([N+](=O)[O-])cc1)N(Cc1ccccc1)Cc1ccco1,63
Cc1ccc(S(=O)(=O)CCC(=O)N=c2sc3cc([N+](=O)[O-])ccc3n2C)cc1,80
CSc1ccccc1NC(=O)c1ccn(C)n1,70
N#Cc1cccc2c1-c1ccccc1C2,56
Cc1ccc(S(=O)(=O)NCC(c2ccc3c(c2)CCCN3C)N(C)C)c(C)c1 (stereo not drawn),73
N#CC(C#N)=C(/C=C/c1ccccc1)c1ccc(Cl)cc1,58
CCNc1cc(C)nc(N2CCN(C(=O)COc3ccccc3)CC2)n1,58
O=C(NCCc1csc(-c2ccc(F)cc2)n1)C(=O)Nc1ccc([N+](=O)[O-])cc1,58
CSc1ccc2nc(Nc3ccc(F)cc3F)sc2c1,57
COc1ccc(Cl)cc1S(=O)(=O)N1CCN(c2ccc(-c3ccncc3)nn2)CC1,27*
O=C(N1CCOCC1)N1CCN(C(c2ccccc2)c2ccccc2)CC1,58
O=C(Nc1nc2c(s1)CSc1ccccc1-2)C1CCCN1S(=O)(=O)c1cccs1 (stereo not drawn),101
Cc1cc(NS(=O)(=O)c2ccc(NC(=S)NC(=O)c3ccco3)cc2)no1,59
OCC(CO)(CO)NCC(O)Cn1c2ccc(Br)cc2c2cc(Br)ccc21 (stereo not drawn),70
CN(C)c1ccc(NC(=O)C(=O)NC2CC2)cc1,54
CCc1ccc(C(=O)Nc2ccc3c(c2)CCC(=O)N3CCC(C)C)cc1,65
CCN1C(=O)Cc2cc(NS(=O)(=O)Cc3ccc(Cl)cc3)ccc21,56
O=C(NCCCn1nc(-c2ccc(Cl)cc2)ccc1=O)C1CCCC1,69
COCCn1c(=NC(=O)c2cc(Cl)cc(Cl)c2)sc2cc(NC(C)=O)ccc21,76
CCCc1cc(=O)[nH]c2nnc(SCc3ccccn3)n12,54
Cc1ccc(-c2nnc(Oc3ccc(NC(=O)Cc4cccc5ccccc45)cc3)c3ccccc23)cc1,67
COc1cc(/C=N\Nc2nc3ccccc3[nH]2)ccc1O,59
COc1ccc(Br)cc1S(=O)(=O)Oc1c(Cl)cc(Cl)c2cccnc12,64

# Looked up by structure from the list above (six):
SMILES,RMI FANCM FP
COc1ccc(Br)cc1S(=O)(=O)Oc1c(Cl)cc(Cl)c2cccnc12,64
O=C(N1CCOCC1)N1CCN(C(c2ccccc2)c2ccccc2)CC1,58
Cc1ccc(-c2nnc(Oc3ccc(NC(=O)Cc4cccc5ccccc45)cc3)c3ccccc23)cc1,67
CCN1C(=O)Cc2cc(NS(=O)(=O)Cc3ccc(Cl)cc3)ccc21,56
OCC(CO)(CO)NCC(O)Cn1c2ccc(Br)cc2c2cc(Br)ccc21 (stereo not drawn),70
Cc1cc(NS(=O)(=O)c2ccc(NC(=S)NC(=O)c3ccco3)cc2)no1,59

# A second format for part of the listing above:
compound | RMI FANCM FP
COCCn1c(=NC(=O)c2cc(Cl)cc(Cl)c2)sc2cc(NC(C)=O)ccc21 | 76
CCCc1cc(=O)[nH]c2nnc(SCc3ccccn3)n12 | 54
Cc1ccc(-c2nnc(Oc3ccc(NC(=O)Cc4cccc5ccccc45)cc3)c3ccccc23)cc1 | 67
COc1cc(/C=N\Nc2nc3ccccc3[nH]2)ccc1O | 59

# Further structures
SMILES,RMI FANCM FP
CCc1ccc(S(=O)(=O)NCC2CCN(Cc3ccccc3)CC2)cc1,83
CCOc1ccsc1C(=O)Nc1ccc(Cl)cc1,59
Cc1ccc2ccc(C(Nc3ccccn3)c3cccc(O)c3)c(O)c2n1 (stereo not drawn),62
CSc1nc(N2CCOCC2)c2cnn(CCNC(=O)c3c(F)cccc3Cl)c2n1,65
COC(=O)C/C(=N\Nc1nc2sc(C)c(C)c2c(=O)[nH]1)C(=O)OC,61
O=C(Nc1nnc(-c2ccno2)o1)c1cc2ccccc2oc1=O,55
Cc1ccc(C)c2sc(N(CCN3CCOCC3)C(=O)CSc3ccccc3)nc12,57
NC(=O)c1ccc(NC(=O)/C=C/c2ccc(Cl)cc2)cc1,65
C=CCn1c(-c2ccc(OC)cc2)c[nH]c1=S,61
CSc1cccc(NC(=O)C(=O)NCC2CCN(Cc3cccs3)CC2)c1,64
O=C(CCC(=O)c1ccccc1)OCc1ccccc1,55
COc1ccc(CC(=O)NCCn2ncc3c(=O)n(Cc4ccc(Br)cc4)cnc32)cc1OC,67
O=C(CSc1nnc(SCC(=O)c2cccc([N+](=O)[O-])c2)s1)c1cccc([N+](=O)[O-])c1,53
CCc1ccc(-n2c(=O)c3c4c(sc3n(Cc3cccc(Cl)c3)c2=O)CCCC4)cc1,60
C=CCn1c(SCC(=O)Nc2ccc(S(N)(=O)=O)cc2)nc2scc(-c3ccc(OC)cc3)c2c1=O,82
O=S1(=O)CC(O)C(Nc2ccc(Cl)cc2)C1 (stereo not drawn),64
Cc1ccc(NC(=O)C2(c3cccs3)CCOCC2)cc1C,56
O=C(CNS(=O)(=O)c1ccc(F)c(Cl)c1)N1CCCCCC1,70
O=[N+]([O-])c1ccc(/C=N\O)s1,58
Cc1ccc2cc(CCNC(=S)Nc3ccc(Cl)cc3)c(=O)[nH]c2c1,60
O=C(NCCn1ncc2c(N3CCOCC3)ncnc21)c1cccs1,62
COc1ccc(CC(=O)NCC2CCN(C3CCCC3)CC2)cc1,76
CCCOc1cc(Nc2ccc(NC(=O)c3cc4ccccc4oc3=O)cc2)nc(C)n1,67
O=c1[nH]c(=O)n([C@H]2C[C@H](O)[C@@H](CO)O2)cc1I,49
O=C(/C=C/c1cccs1)N1CCN(CCN2C(=O)c3cccc4cccc(c34)C2=O)CC1,64
Cc1cc(C(=O)Nc2nnc(-c3ccccc3)o2)n(C)n1,64
NC(N)=N[C@@H](CCC(=O)O)C(=O)O,56
O=C(CCOc1ccccc1)N(Cc1cccnc1)c1nc2c(Cl)cccc2s1,58
O=S(=O)(c1ccc(Cl)cc1)N1CCC(c2nc(-c3ccc(C(F)(F)F)cc3)no2)CC1,90
COc1ccc(C(=O)Nn2c(C)cc(=O)cc2C)cc1,61
COc1cc(CCN2C(=O)c3cccc4cccc(c34)C2=O)c(S(=O)(=O)N2CCCC2)cc1OC,59
COc1ccc(C2=NN3C(=O)c4ccccc4C3C2)cc1 (stereo not drawn),66
O=C(CSc1nc2ccccc2[nH]1)NNC(=S)Nc1ccccc1,61
N#C/C(=C\c1ccncc1)c1ccc(NC(=S)NC2CC3C=CC2C3)cc1 (stereo not drawn),66
Cc1nnc(SCC(=O)c2ccc(Oc3ccccc3)cc2)s1,74
COc1ccc(OC)c(-n2c(CNC(=O)c3ccc(S(=O)(=O)N(C)C)cc3)nnc2SCC(=O)N2CCc3ccccc32)c1,62
Cc1c(Cl)cccc1Nc1ccccc1C(=O)O,63&57&54
Cc1cc(OCC(=O)Nc2ccc(C(=O)O)cc2)cc(C)c1Cl,67
COc1ccc(Cl)cc1NC(=O)Cn1cccc(-c2nc(-c3ccc(OC)c(OC)c3)no2)c1=O,81
COC(=O)c1ccc2c(=O)n(Cc3ccco3)c(SCC(=O)Nc3cc(C)[nH]n3)nc2c1,58
O=C(NCCS(=O)(=O)NCCC1=CCCCC1)c1ccc2c(c1)OCO2,56
O=c1c2cc(-c3ccc(F)cc3)nn2ccn1Cc1nc(-c2ccc3c(c2)OCO3)no1,122
CSc1nc2ccc(NC(=O)c3cc(Cl)ccc3[N+](=O)[O-])cc2s1,52
COc1cc2nc(NC(C)=O)sc(=O)c2cc1OC,59
COc1ccc(C)cc1NC(=O)c1oc(C)nc1C,55
CCn1nccc1C(=O)Nc1c(C(N)=O)oc2ccccc12,68
O=C(CSc1ncc(-c2cccc(Cl)c2)o1)Nc1ccccc1C(F)(F)F,95
COc1ccccc1-c1cc2c(SCC(=O)Nc3ccccc3Cl)nccn2n1,87
COc1ccc2c(=O)cc(-c3ccccc3OC)oc2c1,64
CSc1ncc(Cl)c(C(=O)NC(c2ccccc2)c2ccccc2)n1,80
COc1ccc(-c2cc(=O)[nH]c(SCc3nc(-c4cccc(Cl)c4)oc3C)n2)cc1,64
O=C1CC(CS(=O)(=O)c2ccc(C(F)(F)F)cn2)=NN1c1ccccc1,46
CC(=O)NC(=O)/C(C#N)=C/N1CCOCC1,56&46
CCOc1nn(CC)cc1C(=O)NCCc1c[nH]c2ccccc12,55
CC(=O)NO,57
C/C(=N/OC(=O)c1ccc(Cl)cc1)c1cc(-c2ccccc2)no1,64
CC(=O)N1CCN(CC(=O)Nc2ccc(Br)cc2)CC1,63
Cc1c(Cc2ccc(F)cc2)c(=O)oc2cc(OS(=O)(=O)c3cccc(Cl)c3)ccc12,57
CC(=O)N1CCN(c2ccnc3c2c(=O)n(CC(=O)NCc2ccco2)c(=O)n3C)CC1,63
Cc1ccccc1-c1ccc(N2CCC(C(=O)NN3CCN(C)CC3)CC2)nn1,60
# Remaining list, next part.
SMILES,RMI FANCM FP
COc1cccc(C(=O)NCC(c2ccsc2)N2CCN(C)CC2)c1OC (stereo not drawn),48
COc1cc(-c2coc3cc(OCc4ccccc4)c(OC)c(O)c3c2=O)cc(OCc2ccccc2)c1OC,60
C=CCN1C(=O)C(C)(C)COc2ccc(NS(=O)(=O)c3cc(C)ccc3C)cc21,66
CC(=O)c1cccc(NC(=O)N(c2ccccc2)c2ccccc2)c1,59
CC(=O)Nc1ccc(NC(=O)COc2ccc(C)cc2)cc1,53
Cc1ccc(OC(C)C(=O)NCCOc2ccc3nnc(-c4ccccc4)n3n2)cc1C (stereo not drawn),70
Fc1ccc(CNC(=S)Nc2ccc(F)cc2F)cc1,52
CC(=O)Nc1ccc(NC(=O)CSc2nnc(NC(=O)C3CC(=O)N(c4ccccc4)C3)s2)cc1 (stereo not drawn),57
CCCCOc1ccc(C(=O)Nc2nnc(SCc3ccc(Br)cc3)s2)cc1,54
O=C(c1ccccc1N1C(=O)c2cccc3cccc(c23)C1=O)N1CCOCC1,56
Cc1cc(C)cc(OC(=O)N2CCOCC2)c1,68
O=C(CCc1ccc(O)cc1)c1c(O)cc(O)cc1O[C@@H]1O[C@H](CO)[C@@H](O)[C@H](O)[C@H]1O,63

# Assay outcomes as filed in PubChem.
